# D2 ag = agonists of human D2 dopamine receptor | actives 0.53% (n = 340,000) | AID 485358 | P14416 | HEK293 T-REx D2 cells, calcium flux agonist mode | activation, % at 2 µM;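 active means activation over 3 SD above normal in the single-dose calcium agonist read, cut at about 30% in these data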; further: 0% is about no effect
#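 HEK293 Trex D2 cells, tetracycline-induced, o/n 30 C 5% CO2; no-wash Ca dye, RT 30–90 min; 10-cycle baseline, 23 nl cpd added, kinetic Ca read 180 s; agonist hits = positive Ca response.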
# GRP78 ERSR act = induces the endoplasmic reticulum stress response in human glioma cells; U87-MG GRP78 promoter luciferase reporter, 16 h; Potency, µM, for the others: top-dose activation, hits mostly activators; actives 0.02% (n = 420,000); further: potency means the concentration at half of the fitted maximal effect; series mostly up to about 76 µM; % of control where 0% means no effect; nearly all actives have a fitted effect of over 35% in size
#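 Stably transfected U87-MG human glioma cells carrying a GRP78-based luminescent sensor were seeded at 1000 cells/well, pin-dosed with compounds and incubated 16 h. Luciferase reagent was then added, and end-point luminescence was read after 10 min at room temperature.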
# Vif-APOBEC3F blk = inhibitors of Vif-A3F interaction. HeLa A3F-eYFP + Vif (tagged APOBEC3F with the HIV-1 protein that degrades it), YFP fluorescence increase. actives 0.2% (n = 390,000). Potency, µM (series often up to 46.1 µM), without a hit: at the top dose activity, negative = active; further: potency means the concentration at half of the fitted maximal effect; % of control where 0% means no effect; nearly all actives have a fitted effect of over 65% in size
#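 HeLa cells stably expressing A3F-eYFP plus Vif, plated and incubated overnight at 37 deg C, then exposed to compounds overnight at 37 deg C. Blocked degradation read as raised yellow fluorescence (Ex 488/Em 500-530).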
# RGS4 inh = inhibitors of human regulator of G protein signaling 4 | Potency, µM (top dose mostly 114 µM), without a hit: at the top dose activity change, negative = inhibition, actives largely listed as inhibitors | P49798 | AID 504845 | Transcreener GDP fluorescence polarization, RGS4-accelerated GTP hydrolysis | actives 0.039% (n = 390,000); further: potency means the concentration at half of the fitted maximal effect; on the % scale 0 is the no-effect control and ±100 the full control effect; nearly all actives have a fitted effect of over 75% in size; some results filed as inactive show a strong effect at the top dose
# Target sequence (P49798 whole entry, looked up): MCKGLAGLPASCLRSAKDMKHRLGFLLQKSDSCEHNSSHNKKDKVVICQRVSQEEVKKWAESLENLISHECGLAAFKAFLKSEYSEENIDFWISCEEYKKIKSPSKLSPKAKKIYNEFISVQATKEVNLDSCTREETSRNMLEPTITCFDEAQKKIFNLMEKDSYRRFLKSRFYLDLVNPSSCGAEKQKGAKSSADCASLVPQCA
#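 MLSMR compounds (23 nl, pin-transferred) preincubated 10 min at room temperature with a 500nM (2x) first reagent, then RGS4 at 900nM (2x) plus Transcreener GDP mix added; fluorescence polarization (620/688 nm) read before and after 90 min at 30 °C.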
# 12-LOX inh = inhibitors of human 12S-lipoxygenase ALOX12. purified 12hLO, xylenol orange hydroperoxide absorbance. Potency, µM (series often up to 108 µM), inactives show top-dose activity change, negative = inhibition, usual class: inhibitors. actives 1.1% (n = 580,000); further: potency means the concentration at half of the fitted maximal effect; on the % scale 0 is the no-effect control and ±100 the full control effect
# Target sequence (P18054 whole entry, looked up): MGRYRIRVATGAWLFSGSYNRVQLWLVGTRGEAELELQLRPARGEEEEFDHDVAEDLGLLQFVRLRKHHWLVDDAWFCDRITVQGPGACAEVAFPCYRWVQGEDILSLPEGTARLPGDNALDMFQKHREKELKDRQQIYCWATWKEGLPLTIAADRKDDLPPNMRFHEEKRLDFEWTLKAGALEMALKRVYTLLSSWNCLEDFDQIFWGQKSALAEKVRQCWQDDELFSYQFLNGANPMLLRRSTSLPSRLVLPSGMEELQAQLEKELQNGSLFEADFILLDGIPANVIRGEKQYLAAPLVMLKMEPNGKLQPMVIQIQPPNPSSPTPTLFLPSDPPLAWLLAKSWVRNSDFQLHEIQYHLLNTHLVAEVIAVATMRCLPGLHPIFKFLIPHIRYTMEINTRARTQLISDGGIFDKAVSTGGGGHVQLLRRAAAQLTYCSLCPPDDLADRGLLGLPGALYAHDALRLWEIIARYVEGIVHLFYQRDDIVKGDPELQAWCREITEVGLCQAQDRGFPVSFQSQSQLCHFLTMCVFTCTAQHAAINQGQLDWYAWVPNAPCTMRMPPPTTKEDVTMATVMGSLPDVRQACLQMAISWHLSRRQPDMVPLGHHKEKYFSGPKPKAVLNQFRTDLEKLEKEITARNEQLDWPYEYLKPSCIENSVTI
#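 Hydroperoxide product was detected by ferrous iron/xylenol orange as the 573 to 405 nm absorbance ratio. Arachidonic acid at 40 uM (final) was turned over for 30 min at room temperature by 150 nM human 12hLO, pH 7.0 Hepes buffer, after 15 min compound preincubation.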
# LDHA block = inhibitors of human lactate dehydrogenase A | purified LDHA, NADH/diaphorase-resazurin fluorescence; stronger effect = lower value | activity change, % (values are at about 110 or 230 µM) | actives 0.15% (n = 480,000) | AID 1347041; in the data active means activity change below about -30%; inconclusive means mostly about -25% to -30%;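 further: plate controls were DMSO wells for no effect and wells without enzyme for full effect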
#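 Human LDH5 (2 nM) was incubated with 0.06 mM NADH and 0.2 mM pyruvate for 5 min at room temperature in Tris pH 7.4. Remaining NADH was coupled through diaphorase/resazurin, and resorufin fluorescence was read at 0 and 20 min.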
# D2 antagonist = D2 dopamine receptor (human) antagonism; P14416; HEK293 TREx D2 cells, calcium flux, dopamine EC80; inhibition, % at 10 µM; actives 2% (n = 340,000); in the data active means inhibition above about 30%; further: 0% is about no effect
#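 Tetracycline-induced HEK293 T-REx cells expressing D2 force-coupled to calcium signalling were dye-loaded, exposed to compound for 180 s, then challenged with an EC80 of dopamine; calcium flux was followed kinetically for a further 180 s.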
# Vif-A3G inh = Vif-A3G binding inhibition | actives 0.076% (n = 410,000) | Potency, µM (titrated, usually from 46.1 µM), for inactives: top-dose activity, negative = active, hits mostly inhibitors | AID 602310 | HeLa A3G-eYFP + Vif (tagged APOBEC3G with the HIV-1 protein that degrades it), YFP fluorescence, overnight;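 further: potency means the concentration at half of the fitted maximal effect; on the % scale 0 is the no-effect control and ±100 the full control effect; nearly all actives have a fitted effect of over 60% in size; hits raise eYFP signal because A3G escapes Vif-driven loss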
#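 Read-out is eYFP fluorescence (Ex 488/Em 500-530) from Vif-expressing HeLa A3G-eYFP cells; more signal means A3G escaped Vif-mediated degradation. Cells plated overnight, compound pinned in, incubated overnight at 37 deg C.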
# ERG Ets-DNA blk = blocks human ERG Ets domain binding to DNA | actives 0.028% (n = 370,000) | AID 624246 | P11308 | Potency, µM (series often up to 76.9 µM), inactives show top-dose FP activity, negative = inhibition, hits mostly inhibitors | fluorescence polarization, His-ERG Ets domain / labelled DNA; active means well fitted inhibition curve with a large enough effect in the polarisation, with a control signal flat; inconclusive means small, poorly fitted or top-dose-only effect, or effect the other way, or a change in a side signal; inactive means no such curve, though single readings can be large or run the other way; the % refers to the polarisation;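 further: polarization taken with two DNA probes labelled with fluorescein and Texas red; potency means the concentration at half of the fitted maximal effect; % of control where 0% means no effect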
#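 His-tagged ERG Ets domain (1 uM in the protein solution; 300mM KCl, 50mM Tris-HCl, 1mM EDTA, 1mM DTT, pH 7.5) received compound, then a probe mix of 5 nM fluorescein-DNA and 100nM Texas-615-DNA. Fluorescence polarization was read for both dyes.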
# An asterisk follows results filed as active; ? = inconclusive; . = no result given; [ ] = dose if it differs, or a comment. Unless noted, the call rests on the fitted dose curve; in most records, active means well fitted curve in the direction sought with a large enough effect; inconclusive means small, poorly fitted or top-dose-only effect, or another doubt; inactive means no such curve, though single readings can be large; an effect the other way counts as inactive or inconclusive.
SMILES,D2 ag,GRP78 ERSR act,Vif-APOBEC3F blk,RGS4 inh,12-LOX inh,LDHA block,D2 antagonist,Vif-A3G inh,ERG Ets-DNA blk
CCC(NC(=O)NCc1ccccc1)(C(F)(F)F)C(F)(F)F,-0.6,-1%,-12%,-2%,0%,3,-6,-4%,7%
Cc1nc(C(F)(F)F)c(C(=O)NC(=O)Nc2ccc(OC(F)(F)F)cc2)s1,0.9,-1%,7%,5%,-21%,-2,-17,1%,-7%
O=C(C1CCN(S(=O)(=O)c2cccc3cccnc23)CC1)N1CCCC1,0.4,-3%,-7%,-17%,5%,-1,5,-2%,5%
CC1CC(OCC(O)CN2CCN(Cc3ccccc3)CC2)CC(C)(C)C1 (configuration not stated),-1.6,8%,-5%,-5%,?,-6,16,-1%,0%
CCN(C(=O)COC(=O)c1cc2ccccc2cc1OC)c1c(N)n(Cc2ccccc2)c(=O)[nH]c1=O,.,2%,1%,14%,9%,-9,.,-1%,-1%
C[C@@]12C(=O)Nc3ccc(Br)cc3C(=O)N1[C@H]1c3cc(Br)ccc3OC[C@@H]1[C@@H]2c1ccccc1,1.3,-3%,-10%,23%,?,-19,2,-3%,5%
O=C1N/C(=N\N=C\c2cccs2)SC1Cc1ccc(Cl)cc1 (configuration not stated),0.7,-3%,-1%,-20%,19%,-4,13,-3%,7%
Cc1cccc(Oc2nc(-c3cccc([N+](=O)[O-])c3)nc3ccccc23)c1C,-0.9,-1%,3%,37%,-20%,-10,0,4%,6%
O=C(CSc1n[nH]c(-c2ccccc2)n1)NCCCc1ccccc1,-1.9,-2%,6%,9%,?,3,.,3%,6%
COC(=O)CSc1nnc(CNC(=O)c2ccc(S(=O)(=O)N(C)C)cc2)n1C,0.0,-5%,1%,-18%,-12%,-4,-8,-1%,-10%
COc1ccc(NC(=O)CSc2n[nH]c(-c3ccco3)n2)cc1,2.0,1%,-1%,-28%,3%,4,19,2%,5%
Cc1cc(S(=O)(=O)N2CCN(c3ccccn3)CC2)ccc1F,-0.2,-4%,-6%,20%,85%[activator],-5,33*,2%,-12%
CCC1CCCCN1CCCNC(=O)CCCOc1cc(=O)n(C)c2ccccc12 (configuration not stated),1.0,-1%,-2%,-7%,1%,-7,2,-6%,-13%
Cc1c(-c2ccccc2)n(-c2ccccc2O)c2nc3c(c(=O)n(C)c(=O)n3C)n12,0.1,0%,-5%,0%,-20%,-1,.,-3%,2%
c1ccc2c(Oc3ccc4c(c3)OCO4)nncc2c1,-1.0,-12%,4%,-3%,-9%,-4,-12,2%,-7%
O=C(CCc1ccccc1)NNC(=O)Nc1cccc(Cl)c1,-0.5,-5%,3%,-12%,472%[activator],2,6,-3%,0%
CSCC[C@H](NC(=O)C1CCN(S(=O)(=O)c2ccc(C)cc2)CC1)C(=O)NCC1CCCO1 (some centres not stated),0.3,-2%,-2%,18%,0%,-3,3,0%,5%
CCS(=O)(=O)N1CCN(c2ccccc2F)CC1,0.6,-3%,7%,18%,0%,-1,-2,0%,3%
C/C(=N/NC(=O)c1ccc(C)s1)c1cccc(NC(=O)COc2ccc(Cl)cc2C)c1,-0.2,-6%,-3%,-7%,0%,-10,5,1%,-2%
COc1cc2sc3ccc(-c4ccc5[nH]ccc5c4)cc3c(=O)c2cc1OC,.,6%,-4%,-28%,-2%,9,.,-9%,-7%
CC(C)c1ccc(S(=O)(=O)N2CCN(C(=O)n3ccnc3)CC2)cc1,.,1%,0%,6%,?,-1,.,1%,2%
Cc1ccc(C)c(N2C(=O)CC(Cc3ccc(Cl)cc3)C2=O)c1 (configuration not stated),-0.1,-6%,?,8%,?,-2,3,1%,10%
COc1cc(/C=C/C(=O)OCC(=O)Nc2ccc(S(=O)(=O)N3CCCC3)cc2)ccc1O,-0.1,-3%,3%,12%,-17%,9,3,3%,-1%
COc1ccccc1CNC(=O)CSc1ncc(C(=O)Nc2ccccc2)c(=O)n1C,.,5%,-16%,-12%,-11%,-4,.,-6%,15%
COc1ccc(-n2cc(-c3ccccc3)c3c(NN4CCOCC4)ncnc32)cc1,0.6,-3%,8%,4%,-1%,-7,-6,-21%,-6%
# Next part.
SMILES,D2 ag,GRP78 ERSR act,Vif-APOBEC3F blk,RGS4 inh,12-LOX inh,LDHA block,D2 antagonist,Vif-A3G inh,ERG Ets-DNA blk
Cc1ccc(S(=O)(=O)c2c(N)n(CC3CCOC3)c3nc4ccccc4nc23)cc1 (configuration not stated),0.4,-1%,1%,-15%,-19%,5,15,-5%,-1%
CCCNC(=O)N(C)C[C@H]1Oc2ncc(Br)cc2C(=O)N([C@H](C)CO)C[C@H]1C,.,-4%,3%,.,8%,-14,.,2%,.
O=C(/C=C(\O)c1ccccc1)C(=O)NNC(=O)c1ccccc1,1.5,0%,-8%,-15%,3%,-2,-21,-13%,3%
CN(CC1CCOCC1)C(=O)CC1C(=O)NCCN1Cc1ccc(-c2ccccc2)cc1 (configuration not stated),-0.1,-2%,1%,-9%,?,9,0,-2%,-1%
O=C(Cc1ccccc1)NNc1ccc2ccccc2c1,-2.3,2%,-7%,-3%,-12%,3,4,?,5%
CCc1cc(Br)ccc1N1C(=O)C2CC=CCC2C1=O (configuration not stated),-0.3,0%,-3%,-2%,7%,-1,2,2%,-6%
Cc1csc(C(C#N)C(=O)c2ccncc2)n1 (configuration not stated),.,-2%,-13%,-16%,?,1,.,2%,12%
COC(=O)c1ccccc1NC(=O)c1cc2sccc2n1C,0.3,-1%,0%,-33%,-13%,5,10,1%,-2%
Cc1ccc([N+](=O)[O-])cc1N1C(=O)CS/C1=N\NC(=O)c1cccnc1,2.0,-4%,0%,-22%,10%,-2,8,-3%,6%
CCN(CC)C(=O)c1sc2c(c1C)c(=O)n(-c1ccc(OC)cc1OC)c(=O)n2CC(=O)c1ccccc1,0.3,-4%,5%,9%,0%,0,1,-1%,-10%
COc1ccc(C(=O)N/C(=C\c2cccc3ccccc23)C(=O)N2CCN(C)CC2)cc1OC,.,-6%,-11%,-4%,-3%,-14,.,3%,-7%
Cc1ccc(OCC(=O)Nc2ccc3c(c2)nc(CCN2CCC(C)CC2)n3C)cc1,0.2,-8%,0%,-27%,2%,3,3,1%,6%
COc1ccc(CCC(=O)Nc2ccc(N3CCOCC3)c(S(=O)(=O)Nc3ccc(OC)cc3)c2)cc1,.,-6%,-6%,17%,0%,-7,.,-3%,-4%
Cc1ccc(C)c(NCCC#N)c1,-0.5,-9%,12%,-18%,1%,-2,-1,0%,2%
O=C(CSc1nnc(-c2ccco2)o1)c1ccccc1,0.3,10%,-9%,-36%,-9%,-3,-4,-7%,0%
COCC1CCN(C(=O)c2cc(COc3cncc(Cl)c3)on2)C1 (configuration not stated),-0.6,0%,2%,-16%,17%,-7,8,2%,1%
O/N=C/c1ccccc1Oc1ccc(Cl)cc1,0.3,2%,-14%,-91%[56.9 µM],15%,1,-5,-1%,-6%
Cc1ccc(C)c(N2CCN(C(=O)c3cc4c(=O)n(Cc5ccco5)ccc4nc3C)CC2)c1,0.7,-3%,1%,-15%,?,-1,.,-2%,-1%

# These rows are one share of the data; rates above refer to the full screens.
